GLD-1 TGE inh: GLD-1-TGE RNA interaction inhibition (C. elegans); Q17339; purified GLD-1 + fluorescein TGE RNA, fluorescence polarization; inhibition, % at 5.96 µM; 320,000 tested, 0.44% active; AID 2280;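 active means percent inhibition above a per-plate cutoff, the plate mean of test compounds plus 3 SD, cut at about 30% in these data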;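 further: 0% = DMSO wells with GLD-1 and probe and 100% = wells lacking GLD-1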
MEX-5 binding: C. elegans MEX-5 TCR-2 RNA binding activity. MEX-5/FITC-TCR2 RNA binding, fluorescence polarization; active compounds read low. activity score (negative = inhibition of binding), % at 10 µM. 300,000 tested, 0.38% active. AID 1832;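 active means inhibition past about -25% in most replicates, and total fluorescence under double the plate's negative control median, limit read from the data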;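 further: 0% = DMSO and -100% = 5 µM competing unlabeled TCR2 RNA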
Target sequence (Q9XUB2 whole entry, looked up): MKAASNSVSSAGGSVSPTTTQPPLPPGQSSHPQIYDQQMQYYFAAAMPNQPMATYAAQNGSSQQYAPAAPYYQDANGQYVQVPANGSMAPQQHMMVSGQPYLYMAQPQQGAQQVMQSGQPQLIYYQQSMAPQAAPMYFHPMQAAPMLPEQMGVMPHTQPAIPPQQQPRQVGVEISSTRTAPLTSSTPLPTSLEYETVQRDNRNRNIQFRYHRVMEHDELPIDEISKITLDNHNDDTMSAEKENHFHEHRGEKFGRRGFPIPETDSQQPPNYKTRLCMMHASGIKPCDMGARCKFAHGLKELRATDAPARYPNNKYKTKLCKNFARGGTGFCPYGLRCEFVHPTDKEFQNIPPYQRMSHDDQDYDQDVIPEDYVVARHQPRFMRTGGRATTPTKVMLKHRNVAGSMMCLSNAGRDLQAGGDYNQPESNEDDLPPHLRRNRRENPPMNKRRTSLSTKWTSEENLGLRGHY
EBNA-1 inh: blocks EBNA-1 binding to DNA; EBNA-1 DNA binding, fluorescence polarization; inhibition, % at 14.8 µM; 300,000 tested, 0.34% active; AID 1950; in the data active means inhibition above about 28%
Fam108B inh: blocks mouse Fam108B hydrolase in RBBP9 counter-screen; recombinant Fam108B, FP-Rh probe fluorescence polarization; inhibition, % at 9.51 µM; 300,000 tested, 0.33% active; AID 1947;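 active means inhibition above the screen mean inhibition plus 3 SD, computed separately per campaign, cut at about 18% in these data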;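 further: inhibitors lower polarization as less probe binds the enzyme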
Efflux pump mplx: inhibitors of Candida antifungal efflux pumps expressed in yeast | S. cerevisiae Candida pump triplex, Nile Red efflux | inhibition, % at 10 µM | 330,000 tested, 0.44% active | AID 485275;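 active means plate passing quality check with inhibition over a set limit, or well fluorescence over plate mean plus 4 SD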;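 further: Nile Red retained in pooled yeast measured as flow cytometry median fluorescence; 0% = buffer negative control and 100% = Enniatin B positive control; higher means more Nile Red kept so more efflux inhibition; some compounds called inactive have numbers as strong as hits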
ZTA counter: ZTA (EBV) inhibition in EBNA-1 counter-screen; P03206; ZTA-DNA binding, fluorescence polarization; inhibition, % at 11 µM; 320,000 tested, 0.15% active; AID 2234; in the data active means inhibition above about 33%
Bcl-xL primary: inhibitors of human Bcl-xL; Q07817; inhibition, % at 10.9 µM; GST-Bcl-xL / FITC-Bim BH3 peptide fluorescence polarization; AID 2129; 320,000 tested, 0.7% active;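 active means inhibition above the mean of all tested compounds plus 3 SD, cutoff set per campaign, cut at about 30% in these data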;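 further: 0% = DMSO wells and 100% = unlabeled Bim-BH3 peptide competitor; inhibitors lower millipolarization by displacing the labeled peptide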
Yeast superoxide: lowers age-related superoxide in aged yeast cells; S. cerevisiae aged cells, superoxide DHE fluorescence; active compounds read low; superoxide response (% of plate mean), % at 10 µM; 330,000 tested, 0.18% active; AID 2690;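 active means superoxide response under a set limit, about three screen SD below normal, cut at about 65% in these data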;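 further: yeast aged for seven days with compound at 30 °C before DHE staining; 100% = average MFI of all compound-treated wells on the plate with controls excluded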
MCL1-BIM inh: inhibitors of human MCL1 binding to BIM-BH3 peptide; AID 2057; Q07820; GST-MCL1 / FITC-Bim-BH3 fluorescence polarization; inhibition, % at 10.9 µM; 320,000 tested, 0.68% active;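 active means inhibition above the mean inhibition of all tested compounds plus 3 SD, set per campaign, cut at about 40% in these data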;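 further: 0% = DMSO wells and 100% = unlabeled Bim-BH3 peptide control; higher means more loss of mP so more displacement of Bim peptide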
Target sequence (Q07820 whole entry, looked up): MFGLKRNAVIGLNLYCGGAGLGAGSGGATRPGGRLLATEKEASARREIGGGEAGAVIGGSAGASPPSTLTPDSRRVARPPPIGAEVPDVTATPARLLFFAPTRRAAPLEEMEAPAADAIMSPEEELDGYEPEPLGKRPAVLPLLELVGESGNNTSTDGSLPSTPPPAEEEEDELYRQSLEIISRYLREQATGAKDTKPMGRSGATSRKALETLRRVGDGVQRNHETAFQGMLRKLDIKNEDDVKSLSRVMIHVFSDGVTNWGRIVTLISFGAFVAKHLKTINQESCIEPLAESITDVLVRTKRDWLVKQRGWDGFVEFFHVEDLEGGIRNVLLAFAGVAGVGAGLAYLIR
* marks the source's active call; other numbers are inactive results; . = not tested or not shown. Compounds were not picked by outcome; any-hit rate near 2.3%.

Each structure is followed by: GLD-1 TGE inh	Bcl-xL primary	ZTA counter	MCL1-BIM inh	Yeast superoxide	Efflux pump mplx	Fam108B inh	MEX-5 binding	EBNA-1 inh
CC(C)(C)c1ccc(OCC(O)CN2CCc3ccccc3C2)cc1 (configuration not stated)
 : 6	8	11	1	104	-0.1	-1	-0.1	6
CS(=O)(=O)NCCC1=CCCCC1
 : -2	0	12	5	100	-0.2	3	2.4	2
C/C(CCN1CCCCc2nc(C)c(C)cc21)=N\O[C@H](C)c1cn([C@H](CO)Cc2ccccc2)nn1
 : 11	13	11	13	100	0.1	-2	-0.6	11
O=C/C=C/c1coc2ccc3ccccc3c2c1=O
 : -13	1	2	-3	99	0.2	0	0.0	3
COc1ccc(N=C2S/C(=C\c3cc(C)n(C)c3C)C(=O)N2CC(C)C)cc1
 : 0	0	-8	3	90	-0.1	3	0.5	5
Cc1ccc(-c2nc3c(c(=O)c4ccccc4n3C)c(=O)n2-c2ccc(F)cc2)cc1
 : -6	-2	2	0	105	0.3	-4	-1.3	-15
C/C(=N\NC(=O)c1cccc(S(=O)(=O)N2CCCC2)c1)c1ccc(F)cc1
 : 3	0	2	1	91	-0.1	3	-0.2	-2
Cc1cc(C)n(-c2nc3ccccc3nc2N2CCN(S(=O)(=O)c3cccc(C#N)c3)CC2)n1
 : 8	1	0	1	82	0.2	-3	0.4	-2
O=C(NCC1COc2ccccc2O1)C1C2C=CC3(CN(Cc4ccccc4Cl)C(=O)C13)O2 (configuration not stated)
 : 0	7	12	11	104	-0.1	0	2.1	4
CCCCn1c(N)c(N(CCOC)C(=O)COC(=O)C(C)(C)Oc2ccc(Cl)cc2)c(=O)[nH]c1=O
 : -1	-13	-3	-9	110	-0.2	1	0.2	8
O=C(NC(C(=O)N/N=C/c1ccncc1)c1n[nH]c(=O)c2ccccc12)c1ccccc1 (configuration not stated)
 : -4	4	2	4	99	0.3	-5	-0.5	-2
CSCCC(C(=O)OC1CCOC1=O)N1C(=O)c2ccccc2C1=O (configuration not stated)
 : -4	1	-1	0	117	-0.1	-9	0.7	-7
COc1ccccc1C1CCN(C(=O)c2cccc([N+](=O)[O-])c2)CC1
 : 4	8	-12	-1	93	0.1	2	-1.9	6
CCCC(c1nnnn1CCOC)N1CCN(Cc2ccccc2)CC1 (configuration not stated)
 : 6	0	-24	6	107	0.0	0	1.2	-1
O=C(NCc1ccccc1)c1cc(-c2cccc(O)c2)on1
 : 1	1	-3	5	103	0.1	9	1.0	-22
CCOc1ccc(C2C=C(c3ccccc3)Nc3nnnn32)cc1 (configuration not stated)
 : 7	13	23	10	95	0.0	1	-4.1	2
Cc1cc(-n2c(C)cc(C(=S)N3CCOCC3)c2C)ccc1Br
 : -3	10	1	21	90	-0.1	6	0.9	8
CC1(C)C[C@@H]1C(=O)N/C(=C\CCCCSC[C@H](N)C(=O)O)C(=O)O
 : 5	-1	-1	4	98	0.0	0	.	4
COc1ccc(-n2nc3c(c2NC(=O)c2ccccc2S(=O)(=O)C(F)F)CS(=O)(=O)C3)cc1
 : 3	4	2	8	92	0.0	2	0.4	7
O=C(COc1ccccc1)Nc1nc(-c2ccncc2)cs1
 : -1	5	-2	2	105	0.0	-6	-5.0	7
Cc1nc2ccc(Br)cn2c1C(=O)N/N=C\c1ccccc1[N+](=O)[O-]
 : 1	2	-11	-6	96	0.3	-7	-2.5	-5
O=[N+]([O-])c1ccc(S(=O)(=O)Nc2ccncc2)cc1
 : 4	2	12	2	98	-0.1	6	-4.2	11
COC(=O)C1(C)NC(c2ccc(O)cc2)C2C(=O)N(c3ccccc3)C(=O)C21 (configuration not stated)
 : -2	4	1	-7	117	-0.1	-4	2.3	-8
Cc1cc(C)nc(Sc2nc(Cl)nc(N(c3ccccc3)c3ccccc3)n2)n1
 : 0	9	-20	8	93	0.1	1	0.5	-12
C=CCOC(=O)C1=C[C@@H](c2csc3ccccc23)[C@H](CCCO)[C@@H](OCC)O1
 : 1	4	0	0	.	.	2	0.4	4
O=NN(CCc1ccncc1)c1ccc(OCc2ccccc2)cc1
 : 0	8	-8	7	93	0.2	0	-1.7	-4
CC(=O)NC(c1cccs1)c1cc([N+](=O)[O-])c2cccnc2c1O (configuration not stated)
 : -3	5	-1	10	122	-0.2	-1	0.9	-6
Cc1c(C#N)c(NC(=O)c2cccc(Cl)c2)n(Cc2ccccc2)c1C
 : -2	0	0	1	93	-0.2	0	-1.9	-5
O=C1c2ccccc2-c2c1nc1c([n+]2[O-])CCCC1
 : 5	7	-4	2	140	0.0	-6	-1.4	-8
C=C1N(C)c2cc([N+](=O)[O-])c(N)cc2C1(C)C
 : 6	11	4	14	89	0.1	3	-1.3	-2
Cc1sc2ncnc(NCC(C)(C)N3CCOCC3)c2c1C
 : -2	-3	7	0	106	0.3	-5	0.2	-2
CC(C)CCn1c(N2CCOCC2)nc2c1c(=O)n(CC(N)=O)c(=O)n2C
 : 0	0	-20	0	81	-0.2	1	-1.0	-3
CCOC(=O)N1CCC(NC(=O)c2cccn3c(=O)c4cc(Br)ccc4nc23)CC1
 : -2	4	4	0	109	-4.2	-4	-0.4	-3
O=C(Nc1sccc1C(=O)NCc1ccco1)c1cccnc1
 : -23	-5	2	-9	85	0.2	0	1.0	-1
O=C(Cn1nnc(-c2ccccc2)n1)N=Nc1c(O)[nH]c2ccccc12
 : 2	0	1	-3	104	-0.4	-2	2.5	-2
O=C1OC(N2CCN(Cc3ccccc3)CC2)c2ccccc21 (configuration not stated)
 : -1	7	-2	8	83	0.0	-3	-0.9	6
COc1ccc(CCN(C)C(=S)Nc2cccc(C)c2)cc1OC
 : 6	4	-3	12	89	0.0	0	-0.6	-6
CCOC(=O)C1CCCN(C(=O)CN2C(=O)c3ccccc3C2=O)C1 (configuration not stated)
 : 10	5	-20	3	92	-0.3	1	-1.2	-11
Cn1c(-c2cnn(-c3ccccc3)c2N)n[nH]c1=S
 : 5	-6	-6	-5	99	0.0	1	-0.7	1
CCc1c(C)nc2c(Br)cccc2c1SCCC#N
 : -1	7	0	7	92	0.1	6	1.8	-2
Cc1cc(C)n(-c2ccc(C(=O)Nc3ccccn3)cc2)n1
 : 9	-1	2	1	134	0.3	1	-0.3	-2
Cn1c(Cn2cnc(Cl)c2Cl)nc2ccccc21
 : 1	5	-7	3	105	0.1	-1	3.0	-2
O=C1c2cnc3nc(SCc4ccccc4)nn3c2CC2c3ccccc3CCN12 (configuration not stated)
 : 3	3	-6	6	153	0.0	3	-0.3	4
Cc1cc(C)nc(NC(N)=NC2CCCCC2)n1
 : -3	1	3	1	106	-0.1	-4	1.1	-3
Cc1nn(C)c(C)c1S(=O)(=O)N1CCC(C(=O)NC2CCCCC2)CC1
 : 5	1	-10	-1	105	-0.1	5	0.4	6
Cc1cc(NC(=O)c2ccc(S(=O)(=O)N3CCOCC3)cc2)nc2c1c(=O)oc1ccccc12
 : 4	1	-10	-2	113	-0.5	-4	1.1	0
COc1cc2c(cc1NC(=O)C(C)Sc1ccc(C)cc1)oc1ccccc12 (configuration not stated)
 : 6	3	10	-5	100	-0.1	-8	1.7	10
O=C(Cn1ncc2ccccc21)N1CCc2ccccc21
 : -1	12	-4	11	109	-0.1	1	-0.7	4
CCn1nnnc1SCC(=O)NC1Cc2ccccc2C1
 : 1	2	-10	5	90	-0.1	1	-1.4	-4
Cc1cccc(C(=O)NC2CC(C)(C)NC(C)(C)C2)c1
 : -5	5	7	8	89	-0.2	2	1.8	8
C/C(=N\NC(=S)Nc1cccc(C)c1)c1cc2ccccc2o1
 : 4	9	-14	10	98	0.0	3	-2.3	-11
O=S(=O)(c1cccc(C(F)(F)F)c1)N1CCN(c2cnccn2)CC1
 : 4	2	5	3	101	0.0	0	3.2	6
Cc1nn(-c2ccccc2)c(C)c1/C=N/NC(=O)c1cc(-c2cccs2)[nH]n1
 : 0	6	-4	-1	97	0.1	-12	0.3	-2
Cc1cc(C)n2c(SCC(=O)Nc3ccc(F)cc3F)nnc2n1
 : 0	3	18	3	91	0.0	3	0.1	7
CCOc1ccc(/C=N/NC(=O)C(O)c2ccccc2)c(O)c1 (configuration not stated)
 : 1	1	6	4	102	0.1	-1	1.1	0
S=C(Nc1ccc(Cl)c(Cl)c1)N1CCN(c2ccccn2)CC1
 : 6	3	-13	12	98	-0.1	0	-1.0	3
O=c1[nH]c(SCc2c(Cl)cccc2Cl)nc2ccccc12
 : -5	4	0	8	84	0.1	-1	-3.9	-18
O=c1oc2ccccc2c(Nc2ccc3ccccc3c2)c1[N+](=O)[O-]
 : 12	4	-3	4	105	-0.2	2	0.9	9
Cc1ccc(-n2ncc3c2CCCC3NC(=O)CCC2=NNC(=O)CC2)cc1C (configuration not stated)
 : 3	-3	-12	-10	101	-1.3	2	-0.9	2
COc1ccc(/C=C/c2nnc(NC(C)=O)s2)cc1
 : -10	1	-12	-2	104	-0.3	-5	-2.6	2
NC(=O)C1=C[C@H](C2CCCCC2)C[C@H](OCc2ccc(CO)cc2)O1
 : 7	7	1	-1	94	-0.1	0	0.7	10
CC(=O)Nc1ccc(OC(=O)c2cccnc2)cc1
 : 3	-1	2	5	117	0.1	-2	0.4	-5
O=C(c1ccc(Cn2c(=O)[nH]c3ccccc3c2=O)cc1)N1CCN(c2ccc(Cl)cc2)CC1
 : 9	4	5	1	123	-0.1	-7	-2.3	-3

Part of the list above, reformatted:
Compound | GLD-1 TGE inh | Bcl-xL primary | ZTA counter | MCL1-BIM inh | Yeast superoxide | Efflux pump mplx | Fam108B inh | MEX-5 binding | EBNA-1 inh
Cc1cc(C)n2c(SCC(=O)Nc3ccc(F)cc3F)nnc2n1 | 0 | 3 | 18 | 3 | 91 | 0.0 | 3 | 0.1 | 7
CCOc1ccc(/C=N/NC(=O)C(O)c2ccccc2)c(O)c1 (configuration not stated) | 1 | 1 | 6 | 4 | 102 | 0.1 | -1 | 1.1 | 0

Screening data from PubChem.
